GC-A act: GC-A stimulated cGMP production enhancers – HEK293 GC-A cells, cGMP TR-FRET, EC30 ANP, primary screen; activation, % at 10 µM; 370,000 compounds, 0.14% hits; Atrial natriuretic peptide receptor 1 (Homo sapiens), P16066; 0% at EC30 ANP, 100% saturating ANP; in the data active = activation above about 40%
PG9 binder: binders of HIV-1 gp120 antibody PG9, primary screen, biochemical, TR-FRET; 360,000 compounds, 0.43% hits; TR-FRET gp120-PG9 antibody binding; AID 624416, 2012; HIV-1 gp120 / PG9 antibody interaction; inhibition, % at 6.7 µM; in the data active = inhibition above about 8.5%
NR1D1 modulator: modulators of Rev-erb alpha DNA binding, primary screen, biochemical, FITC-DNA, fluorescence polarization, uHTS. AID 1259318, 2017. activity, % at 10 µM. 370,000 compounds, 0.79% hits. Nuclear receptor subfamily 1 group D member 1 (Homo sapiens), P20393. Rev-erbα–FITC-DNA binding, 90 min;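 active = activity above about 14%, limit read from the data; passing the limit was not always enough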;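 note: 0% = DMSO wells with 35 nM protein and 100% = DMSO wells with 750 nM protein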
Target sequence (P20393 whole entry, looked up): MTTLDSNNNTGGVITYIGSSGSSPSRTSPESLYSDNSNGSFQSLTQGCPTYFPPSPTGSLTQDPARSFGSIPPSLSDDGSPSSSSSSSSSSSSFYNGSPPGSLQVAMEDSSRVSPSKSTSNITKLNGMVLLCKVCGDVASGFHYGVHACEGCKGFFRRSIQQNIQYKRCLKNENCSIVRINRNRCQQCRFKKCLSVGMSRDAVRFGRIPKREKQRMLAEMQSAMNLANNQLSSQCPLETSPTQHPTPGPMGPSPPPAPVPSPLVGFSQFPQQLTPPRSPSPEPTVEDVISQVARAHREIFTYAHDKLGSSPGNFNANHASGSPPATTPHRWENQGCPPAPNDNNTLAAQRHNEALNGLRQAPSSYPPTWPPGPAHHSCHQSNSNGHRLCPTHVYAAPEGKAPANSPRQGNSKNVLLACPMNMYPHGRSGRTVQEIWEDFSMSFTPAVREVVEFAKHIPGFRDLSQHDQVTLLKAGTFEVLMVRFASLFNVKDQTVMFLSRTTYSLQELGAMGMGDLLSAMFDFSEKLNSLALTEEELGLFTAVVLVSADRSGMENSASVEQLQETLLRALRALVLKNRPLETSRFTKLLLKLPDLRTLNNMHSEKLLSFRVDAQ
GC-B act: human GC-B receptor activators, primary screen, HEK293 GC-B cells, cGMP TR-FRET, EC30 CNP | Atrial natriuretic peptide receptor 2 (Homo sapiens), P20594 | 0% at EC30 CNP, 100% saturating CNP | activation, % at 10 µM | 370,000 compounds, 0.11% hits | AID 1920062, 2024;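 active = activation at 10 µM reaching about 35% in either raw or pattern-adjusted values, limit read from the data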
ASAP1 inh: inhibitors of human ASAP1 ArfGAP activity, primary screen, biochemical, fluorescence polarization; inhibition, % at 16.5 µM; Arf-GAP with SH3 domain, ANK repeat and PH domain-containing protein 1 (Homo sapiens), …; AID 624377, 2012; ASAP1-stimulated ARF1 GTP hydrolysis, GDP FP detection; 360,000 compounds, 0.19% hits; in the data active = inhibition above about 25%;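 note: 0% = vehicle with enzyme and substrate and 100% = no enzyme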
rCAG binder: binders of r(CAG) RNA repeats, primary screen, biochemical, fluorescence. r(CAG) RNA repeat, TO-PRO-1 dye displacement fluorescence. inhibition, % at 3 µM. 370,000 compounds, 1.3% hits. AID 651821, 2012;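 active = inhibition above the plate cutoff, the mean of all test compounds on that plate plus 3 SD, cut at about 35% in these data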;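 note: 0% = DMSO alone and 100% = 100 µM mitoxantrone as full dye displacement; higher means more dye released from RNA so lower well fluorescence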
HTRA1 inhibitor: HTRA1 serine protease inhibitors, primary screen, biochemical, fluorescence polarization, HTS. 340,000 compounds, 0.5% hits. AID 504803, 2011. inhibition, % at 5.96 µM. Q92743. recombinant HTRA1, FP-rhodamine activity-based probe; in the data active = inhibition above about 36%;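 note: 0% = enzyme with DMSO and 100% = wells lacking enzyme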
Target sequence (Q92743 whole entry, looked up): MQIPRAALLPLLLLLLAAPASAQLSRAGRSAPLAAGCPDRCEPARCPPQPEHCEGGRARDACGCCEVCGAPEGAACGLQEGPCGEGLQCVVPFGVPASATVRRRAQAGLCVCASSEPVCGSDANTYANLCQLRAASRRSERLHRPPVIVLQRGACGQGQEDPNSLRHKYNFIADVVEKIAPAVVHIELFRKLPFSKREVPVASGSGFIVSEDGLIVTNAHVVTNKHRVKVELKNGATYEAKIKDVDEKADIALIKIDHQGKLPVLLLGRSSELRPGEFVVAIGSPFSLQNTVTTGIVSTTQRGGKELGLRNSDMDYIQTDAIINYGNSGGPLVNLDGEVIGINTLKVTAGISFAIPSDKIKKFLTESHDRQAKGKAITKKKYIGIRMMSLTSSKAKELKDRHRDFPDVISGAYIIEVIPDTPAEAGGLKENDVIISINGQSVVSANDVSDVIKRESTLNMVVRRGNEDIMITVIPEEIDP
ABHD4 inh: ABHD4 inhibitors, primary screen, biochemical, fluorescence polarization, mouse | inhibition, % at 8.92 µM | (Lyso)-N-acylphosphatidylethanolamine lipase (Mus musculus), Q8VD66 | AID 720543, 2013 | 370,000 compounds, 0.54% hits | purified mABHD4, FP-Rh probe fluorescence polarization;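 active = inhibition exceeding the mean over every tested compound plus 3 SD, cut at about 30% in these data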;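 note: 0% = plate median of compound wells and 100% = S159A mutant with DMSO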
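Assay system: Wild-type mouse ABHD4 protein | Medium: HEPES pH 7.0 buffer, 150 mM NaCl, 0.01% Pluronic F-127 | Incubation: Enzyme–compound pre-incubation 45 min, then probe 60 min, both 25 °C | Technique: Fluorescence polarization with parallel and perpendicular emission, 525/598 nm | Evaluation: % inhibition of FP-Rh probe binding versus controls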
SMARCA2 act: SMARCA2 (BRM) function activators, primary screen, cell-based, luminescence, high throughput | MG213 cells, MMTV-luciferase reporter, dexamethasone, overnight | activation, % at 9.1 µM | 370,000 compounds, 1% hits; in the data active = activation above about 7.8%;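 note: 0% = vehicle wells and 100% = reference activator wells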
ARFGAP1 inh: inhibitors of rat ARFGAP1 GAP activity, primary screen, biochemical, fluorescence polarization, GDP tracer. AID 651572, 2012. ADP-ribosylation factor GTPase-activating protein 1 (Rattus norvegicus), Q62848. inhibition, % at 16.5 µM. Arfgap1-stimulated ARF1 GTP hydrolysis, GDP FP detection. 360,000 compounds, 0.26% hits;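 active = inhibition above a per-plate limit, mean inhibition of low control wells plus 3 SD, cut at about 25% in these data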;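 note: 0% = DMSO wells with enzyme and 100% = wells lacking Arfgap1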
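Material: rat Arfgap1 catalytic domain, aa 1-136; also added: human ARF1(Δ1-17)-GTP substrate; compound dosing: one concentration, 16.5 µM, DMSO 1.26%; incubation: GTP hydrolysis reaction 2 h at 25 °C; measured by: Tracer-displacement fluorescence polarization with EDTA stop, 620/688 nm; evaluation: % inhibition from polarization; repeats: one replicate per compound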
The depositor's hits bear a star; · = no result given.

SMILES	GC-A act	PG9 binder	NR1D1 modulator	GC-B act	ASAP1 inh	rCAG binder	HTRA1 inhibitor	ABHD4 inh	SMARCA2 act	ARFGAP1 inh
O=C(NNC(=O)c1ccc(Br)s1)NC1CCCCC1	1.6	-2.7	-4.7	-1.8	9.4	-1.6	15.7	4.5	-0.9	4.8
CCCC1CCC2(CCCN2CCOC(=O)Nc2ccccc2OC)CC1 (configuration not stated)	-5.2	·	6.1	-6.5	·	·	·	-0.1	·	·
COc1ccc2nc(C3CCCCC3)nc(C3CCCCC3)c2c1	-0.1	1.7	8.9	-3.2	-1.5	0.4	-4.9	2.8	0.8	5.7
Cc1ccc(S(=O)(=O)CCC(=O)OCC(=O)NC2CCS(=O)(=O)C2)cc1 (configuration not stated)	0.9	-0.4	-5.7	-1.0	-1.1	-1.1	2.8	2.4	-1.2	5.7
CCN1CCC(C(N)=O)CC1	4.0	-0.4	-2.5	1.3	-1.8	2.0	2.4	-1.8	-1.6	-2.6
COc1ccc(CC(CN)c2ccccc2)cc1 (configuration not stated)	-29.3	2.9	-2.0	-16.1	-10.9	8.0	-29.2	-2.7	-3.4	-1.3
CCCCCCn1c(=O)c(-c2ccccc2)c(O)c2ccccc21	16.5	3.2	-3.9	9.3	-1.5	2.0	-2.6	-5.0	-0.1	-8.2
CC(CO)NS(=O)(=O)c1cc(Cl)ccc1F (configuration not stated)	1.9	0.2	1.6	0.7	-6.6	-0.8	1.2	-5.1	-0.5	2.6
COc1ccccc1NC(=O)CSc1nnc(C)n1CC1CCCO1 (configuration not stated)	-0.3	2.7	0.8	4.0	-0.3	2.4	-3.4	-12.9	-0.8	8.0
COc1ccccc1C(=O)C1CCCN(C(=O)c2snnc2C)C1 (configuration not stated)	0.6	-0.6	3.6	1.4	10.0	-1.9	1.2	1.8	-0.8	-2.9
O=C(CSc1nc2ccccc2nc1N1CCCC1)Nc1ccc(F)cc1	-2.0	-1.9	-1.1	-2.9	3.4	4.1	-2.4	0.2	0.8	-2.0
CC(=NNS(=O)(=O)c1ccc(C)cc1)c1ccncc1	3.6	-0.2	-4.5	1.9	10.3	3.4	-3.6	6.6	-2.8	2.9
CCn1nc(C)cc1C(=O)OCC(=O)c1ccc(Cl)cc1	8.2	-1.8	-0.1	3.7	12.2	-6.7	0.0	1.9	1.4	-0.3
O=C(C[C@@H]1NS(=O)(=O)OC2CCCCC21)c1ccccc1 (some centres not stated)	-1.5	-1.5	-0.2	3.8	-8.3	-2.0	-0.2	-3.6	-0.5	-6.4
CC(C)CC1NC(=O)N(CC(=O)N2CCN(S(=O)(=O)c3ccc(Cl)cc3)CC2)C1=O (configuration not stated)	-0.7	1.4	-2.2	1.5	-3.5	-5.2	1.2	5.5	1.1	-13.0
COc1cc(N2C(=O)c3ccccc3C2=O)c(Cl)cc1C(=O)OCC(=O)N1CCOCC1	-8.4	0.7	-2.6	1.3	3.5	-4.5	4.7	-3.3	2.6	-0.3
CCOc1ccc(/C=N/Nc2cc(C)nc(N3CCOCC3)n2)cc1	3.7	-0.2	-11.0	2.6	-7.5	-5.8	-1.4	-13.7	-1.9	16.4
Cc1ccc(NC(=O)CN(C)C(=O)/C=C/c2cccs2)cc1	2.6	-0.8	0.5	5.7	7.5	-4.2	-1.1	2.7	-2.6	5.5
CCCc1ccc(S(=O)(=O)N2CCN(C(C)C(=O)NC3CCCC3)CC2)cc1 (configuration not stated)	0.7	0.5	5.2	-2.2	-11.1	-10.1	3.3	-2.0	-4.9	4.7
COc1ccc(NC(=O)N(C)C[C@H]2Oc3c(NC(=O)C4CCCCC4)cccc3C(=O)N([C@H](C)CO)C[C@@H]2C)cc1	-4.5	-0.8	4.8	-1.6	3.1	7.5	-7.5	3.0	-0.7	2.8
O=C1C(=O)N(Cc2ccccc2)C(=O)N1CCOc1ccccc1	-1.4	-0.9	4.4	1.5	-4.1	-2.3	·	-1.2	0.0	-8.1
COc1cccc(C2(c3cccc(OC)c3)CC2C(=O)Nc2cccc3ccccc23)c1 (configuration not stated)	-7.7	-3.1	3.0	-0.5	-0.9	3.4	-12.4	0.8	9.6*	3.5
O=C(COC(=O)CNS(=O)(=O)c1ccc(F)c(F)c1F)Nc1ccc(OC(F)F)cc1	2.0	-0.5	7.3	-4.0	10.9	4.8	-11.5	-3.3	-3.0	-3.2
CCN(c1ccc(C(=O)CSc2nnc(C3CC3)n2C2CC2)cc1)S(C)(=O)=O	0.8	-0.3	2.6	5.6	0.7	2.3	-4.0	-6.3	-3.3	-1.2
CCN1CCc2c(sc(NC(=O)Cc3ccccc3)c2C(N)=O)C1	3.1	-0.1	0.8	0.9	1.2	-2.1	4.9	2.9	-1.5	-4.2
Cc1oc2c(O)c(O)ccc2c(=O)c1-c1cnn(-c2ccccc2)c1	-0.1	-2.0	2.9	-10.1	4.4	19.3	60.8*	21.7	-5.5	8.2
N#Cc1c(NC(=O)CSc2nc(-c3ccco3)cc(C(F)(F)F)n2)sc2c1CCCC2	-10.5	-1.4	4.0	-5.3	4.9	1.4	-3.4	0.5	0.8	1.1
CCCn1c(Nc2ccc(Cl)cc2)nc2ccccc21	1.9	0.8	1.5	-8.8	-11.0	-3.0	-9.1	-11.5	-2.1	-1.5
CNc1ccccc1C(C)(C)c1ccn[nH]1	-3.4	0.4	-1.9	1.1	1.4	-0.6	0.4	-8.1	-0.9	-0.9
CC(C)C[C@H]1CN(CCCC[C@H]2CNC(=O)C(=O)N2Cc2ccccc2)C(=O)C(=O)N1CCc1ccccc1	1.7	0.4	-3.2	0.5	-2.0	-1.4	·	1.3	-2.8	1.2
COC(=O)c1cn(CC(=O)Nc2ccccc2C)c2ccccc12	-7.7	7.5	-9.5	2.1	-0.2	-4.6	2.4	-0.5	-0.7	2.8
c1cncc(-c2nc(NCCCN3CCOCC3)c3c4c(sc3n2)CCC4)c1	4.4	-0.2	5.7	-4.9	-6.0	-2.8	2.2	1.7	3.3	9.8
COC(=O)[C@]12C[C@H](CC(=O)NCc3cccs3)C(=O)N(Cc3cccc4ccccc34)C1=C[C@H](C(C)(C)C)O[C@@H]2C	0.5	·	2.3	-12.8	·	2.5	·	-15.8	-1.9	·
CC1CN(c2ccccc2)CCN1Cc1nc(Cc2ccccc2)no1 (configuration not stated)	3.0	-0.7	4.0	0.8	2.3	-9.1	-1.0	-6.8	0.7	-3.3
C=CCSc1nc(-c2ccccc2)c2cc(Cl)ccc2n1	-8.7	0.4	5.5	-2.5	-4.5	0.8	0.1	-0.6	2.2	2.6
COCCNC(=O)c1ccc(N2CC3CC(C2)c2cccc(=O)n2C3)c(NC(=O)c2ccc(Br)o2)c1 (configuration not stated)	4.8	-1.5	-5.0	-1.1	-3.1	-3.9	0.2	4.2	-1.5	-6.1
CCN1CCN(Cc2c(C(=O)N/N=C(\C)c3ccc(Cl)cc3)nnn2-c2nonc2N)CC1	1.1	-1.6	2.4	4.4	-0.3	0.0	17.4	7.3	-1.7	2.6
CN1CCN(C/C(=C2/N=C(c3ccccc3)OC2=O)N(C)C)CC1	4.5	0.3	1.9	2.5	-18.3	-2.3	-3.3	-5.9	-3.7	-2.5
COc1cc(CN2CCC(n3nccc3NC(=O)c3ccccc3OC)CC2)ccc1F	-9.6	1.3	-3.6	-10.6	-18.5	-8.4	-4.1	-3.3	0.1	2.6
Cc1c(Cl)c(-c2n[nH]c(=S)n2Cc2ccco2)nn1C	0.9	-1.5	-4.1	-1.0	-5.4	0.3	3.8	2.9	1.5	-7.7
CN(C)CCCN(C(=O)c1ccc(S(=O)(=O)N2CCCCCC2)cc1)c1nc2c(F)cc(F)cc2s1	-4.9	0.1	-12.9	-4.7	3.8	-3.3	-6.8	13.2	-0.5	0.9
OCC1OC(n2cnc3c(NC4CCCCC4)ncnc32)C(O)C1O (configuration not stated)	-0.7	-1.2	6.5	-2.4	3.7	-2.4	-3.1	-0.9	1.2	9.2
Cc1nc(N2CCN(Cc3ccc4c(c3)OCO4)CC2)c2oc3ccccc3c2n1	1.5	-2.5	-4.4	-2.5	5.0	3.8	-35.3	-10.1	-8.4	-0.6
Cc1nc(N)nc(Nc2ccc(C#N)cc2)c1Br	-3.2	-0.1	3.0	-5.5	4.9	-1.0	0.7	-4.2	-2.9	7.2
COc1ccc(N2CCN(C(=O)C3CCN(C(=O)c4ccccc4Cl)CC3)CC2)cc1	-1.2	-1.1	1.2	-3.2	10.7	-7.3	5.2	-7.0	-1.4	-7.2
CC1CN(CCOCCOc2ccccc2-c2ccccc2)CC(C)O1 (configuration not stated)	2.5	-2.1	-2.7	-2.1	1.2	-8.4	-0.4	10.4	-1.0	-0.7
CC(C)CNC(=O)CN(c1ccccc1)S(=O)(=O)c1ccccc1[N+](=O)[O-]	0.9	0.1	1.3	-5.6	-10.1	0.8	-6.0	1.1	-1.7	-5.9
COc1cc(/C=N/NC(=O)Cc2csc(C)n2)ccc1OCC(C)C	-0.9	0.2	-5.4	0.9	-6.8	-3.6	-3.6	4.9	3.4	5.5
CCOc1ccccc1NC(=O)C(OC(=O)C1CC1)c1ccccc1 (configuration not stated)	-10.6	-0.1	0.1	-5.9	0.6	-7.7	-0.5	-8.9	1.8	-0.2
CCn1c(SCC(=O)Nc2ccccc2-c2ccccc2)nnc1-c1cnccn1	-1.0	·	3.1	0.2	·	1.5	·	2.4	5.4	·

Structures from the list above with bromine (3):
SMILES	GC-A act	PG9 binder	NR1D1 modulator	GC-B act	ASAP1 inh	rCAG binder	HTRA1 inhibitor	ABHD4 inh	SMARCA2 act	ARFGAP1 inh
O=C(NNC(=O)c1ccc(Br)s1)NC1CCCCC1	1.6	-2.7	-4.7	-1.8	9.4	-1.6	15.7	4.5	-0.9	4.8
COCCNC(=O)c1ccc(N2CC3CC(C2)c2cccc(=O)n2C3)c(NC(=O)c2ccc(Br)o2)c1 (configuration not stated)	4.8	-1.5	-5.0	-1.1	-3.1	-3.9	0.2	4.2	-1.5	-6.1
Cc1nc(N)nc(Nc2ccc(C#N)cc2)c1Br	-3.2	-0.1	3.0	-5.5	4.9	-1.0	0.7	-4.2	-2.9	7.2

Screens deposited in PubChem by several laboratories.
